# Screening results: PubChem BioAssay, National Center for Advancing Translational Sciences (NCATS)
# POLK inh: DNA polymerase kappa (human) inhibition. purified Pol kappa, fluorescent DNA synthesis assay, 10 min. Potency, µM (series often up to 107 µM), without a hit: at the top dose activity, negative = inhibition, hits mostly inhibitors. 400,000 compounds, 0.53% hits. AID 588579; note: potency is the fitted concentration of half-maximal effect; % is set by controls: 0 for no effect and ±100 for the full control effect
#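 Readout: fluorescence, taken kinetically at 0 and 10 min. Conditions: 10 nM Pol kappa, 15 min RT compound preincubation, 50 nM substrate final. Controls: enzyme-free buffer wells.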
# Apoferritin bind: binds horse apoferritin like a general anesthetic; P02791; apoferritin/1-aminoanthracene competitive binding, fluorescence; Potency, µM (top dose mostly 77.5 µM), without a hit: top-dose activity change, negative = displacement, actives largely listed as inhibitors; 350,000 compounds, 0.074% hits; note: potency is the fitted concentration of half-maximal effect; % is set by controls: 0 for no effect and ±100 for the full control effect; nearly all actives have a fitted effect of over 20% in size
# Target sequence (P02791 2-175 limits assumed): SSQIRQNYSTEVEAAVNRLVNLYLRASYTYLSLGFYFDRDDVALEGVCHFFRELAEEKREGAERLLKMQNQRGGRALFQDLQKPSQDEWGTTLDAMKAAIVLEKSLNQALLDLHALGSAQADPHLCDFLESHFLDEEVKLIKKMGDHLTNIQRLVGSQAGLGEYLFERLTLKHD
#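 In PBS, apoferritin at 10 uM is loaded with 1-AMA from a 50% saturated solution. After 10 min of compound exposure at ambient temperature, reduced 535 nm fluorescence indicates probe displacement.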
# ALOX12 inh: ALOX12 (human) lipoxygenase inhibition; 580,000 compounds, 1.1% hits; P18054; Potency, µM (series often up to 108 µM), for the others: at the top dose activity change, negative = inhibition, most hits filed as inhibitors; AID 1671190; purified 12hLO, xylenol orange hydroperoxide absorbance; note: potency is the fitted concentration of half-maximal effect; % is set by controls: 0 for no effect and ±100 for the full control effect
#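 Purified human 12hLO (150 nM final) in 25 mM Hepes, 0.01% Triton X-100, pH 7.0 was preincubated 15 min at room temperature with compound. Then 40 uM arachidonic acid was added, 30 min. Hydroperoxide was read by Fe-XO absorbance ratio 573/405 nm.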
# APE1 inh: blocks human APE1 abasic DNA cleavage; AID 2517; 350,000 compounds, 0.35% hits; Potency, µM (doses to about 65.8 µM), for inactives: top-dose activity change, negative = inhibition, usual class: inhibitors; recombinant APE1, TAMRA/BHQ-2 abasic DNA cleavage fluorescence;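 note: potency is the fitted concentration of half-maximal effect; plate controls were vehicle for no effect and reference inhibitor for full effect; nearly all actives have a fitted effect of over 55% in size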
#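 Readout is kinetic fluorescence (ex 525, em 598 nm) from cleavage of 50 nM TAMRA/BHQ-2 THF abasic duplex by 0.75 nM APE1, compound added 15 min beforehand at RT.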
# ERG-DNA inh: ERG Ets/DNA interaction inhibition; fluorescence polarization, His-ERG Ets domain / labelled DNA; Potency, µM (top dose mostly 76.9 µM), inactives show at the top dose FP activity, negative = inhibition, actives largely listed as inhibitors; 370,000 compounds, 0.028% hits; AID 624246; active = well fitted inhibition curve with a large enough effect in the polarisation, with a control signal flat; inconclusive = small, poorly fitted or top-dose-only effect, or effect the other way, or a change in a side signal; inactive = no such curve, though single readings can be large or run the other way; the % refers to the polarisation;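 note: polarization taken with two DNA probes labelled with fluorescein and Texas red; potency is the fitted concentration of half-maximal effect; % of control where 0% means no effect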
#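 His-tagged ERG Ets domain (1 uM in the protein solution; 300mM KCl, 50mM Tris-HCl, 1mM EDTA, 1mM DTT, pH 7.5) received compound, then a probe mix of 5 nM fluorescein-DNA and 100nM Texas-615-DNA. Fluorescence polarization was read for both dyes.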
# Pol iota inh: DNA polymerase iota (human) inhibition; Q9UNA4; Pol iota fluorescent replication assay, 10 min; Potency, µM (titrated, usually from 115 µM), for inactives: at the top dose activity, negative = inhibition, usual class: inhibitors; 390,000 compounds, 1% hits; note: potency is the fitted concentration of half-maximal effect
# Target sequence (Q9UNA4 whole entry, looked up): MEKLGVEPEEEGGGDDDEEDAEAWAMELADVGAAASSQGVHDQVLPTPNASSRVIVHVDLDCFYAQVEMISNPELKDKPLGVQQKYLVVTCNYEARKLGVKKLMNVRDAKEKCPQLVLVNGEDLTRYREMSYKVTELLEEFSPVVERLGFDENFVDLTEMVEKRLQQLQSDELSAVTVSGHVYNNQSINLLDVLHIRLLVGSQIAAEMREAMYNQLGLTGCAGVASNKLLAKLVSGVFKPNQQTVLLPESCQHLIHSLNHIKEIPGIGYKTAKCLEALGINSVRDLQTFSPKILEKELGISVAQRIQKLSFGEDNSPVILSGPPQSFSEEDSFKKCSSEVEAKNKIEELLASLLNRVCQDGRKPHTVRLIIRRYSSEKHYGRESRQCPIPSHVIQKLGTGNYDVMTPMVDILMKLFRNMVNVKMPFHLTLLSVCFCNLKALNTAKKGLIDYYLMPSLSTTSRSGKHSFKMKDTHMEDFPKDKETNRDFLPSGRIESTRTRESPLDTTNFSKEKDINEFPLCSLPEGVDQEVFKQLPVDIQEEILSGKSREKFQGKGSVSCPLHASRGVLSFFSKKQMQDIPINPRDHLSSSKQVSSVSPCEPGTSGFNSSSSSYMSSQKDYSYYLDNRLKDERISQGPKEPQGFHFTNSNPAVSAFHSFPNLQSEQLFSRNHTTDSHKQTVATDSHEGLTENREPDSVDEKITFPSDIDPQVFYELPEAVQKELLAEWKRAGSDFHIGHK
#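 Fluorescent replication assay read twice, at 0 min and 10 min after adding 50 nM (final) substrate. Enzyme (10 nM) and compounds were first incubated 15 min at room temperature; enzyme-free buffer wells were negative controls.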
# BLM helicase inh: Bloom syndrome helicase (human) inhibition. recombinant BLM DNA unwinding, fluorescence dequenching. Potency, µM (series often up to 56.1 µM), without a hit: at the highest dose activity change, negative = inhibition, usual class: inhibitors. 350,000 compounds, 0.2% hits;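 note: potency is the fitted concentration of half-maximal effect; plate controls were vehicle for no effect and no enzyme for full effect; nearly all actives have a fitted effect of over 35% in size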
# POLB inh: DNA polymerase beta (human) inhibition; P06746; Pol beta primer extension/strand displacement, fluorescence kinetic; Potency, µM (highest dose often 114 µM), inactives show at the top dose activity change, negative = inhibition, usual class: inhibitors; 340,000 compounds, 1.3% hits; note: potency is the fitted concentration of half-maximal effect; % is set by controls: 0 for no effect and ±100 for the full control effect
#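 Pol beta (10 nM) was preincubated with compound for 15 min at room temperature. The reaction was then started with 50 nM substrate and read immediately and after a further 10 min at room temperature.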
# TRHR ag: agonists of human TRH receptor; P34981; TRHR cells, calcium flux fluo-8, FDSS agonist mode; activation, % at 2 µM; 360,000 compounds, 0.18% hits; AID 493084; in the data active = activation above about 30%; note: 0% is about no effect
#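 Fluo-8-loaded TRHR cells; 10 s baseline, compound added, kinetic Ca2+ fluorescence read 1/s, agonist mode.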
# * hit, by the source's call; i = inactive; ? = inconclusive; nt = not tested or not shown; & = joins results of further samples; [ ] = another dose, or the depositor's remark. Unless noted, calls come from the whole dose curve; as a rule, active = well fitted curve in the direction sought with a large enough effect; inconclusive = small, poorly fitted or top-dose-only effect, or another doubt; inactive = no such curve, though single readings can be large; an effect the other way counts as inactive or inconclusive. Some of the compounds tested. The share of hits here may be higher or lower than overall.
SMILES,POLK inh,Apoferritin bind,ALOX12 inh,APE1 inh,ERG-DNA inh,Pol iota inh,BLM helicase inh,POLB inh,TRHR ag
Cn1cccc1/C=N/n1c(-c2ccc(Cl)cc2Cl)n[nH]c1=S,-9%,-6%,?,0%,-12%,9%,1%,-4%,3.2
O=C(c1cccc(NS(=O)(=O)c2ccc(F)c(F)c2)c1)N1CCCCC1,-1%,nt,10%,26%,2%,27%,nt,nt,-0.2
O=C1c2ccccc2C(Nc2ccc3c(c2)OCCO3)N1Cc1ccco1 (centres undefined),10%,-13%,-16%,4%,-1%,5%,-16%,-27%,0.1
Cc1ncc(CN2CCCC(C(=O)Nc3ccc(-c4ccco4)cc3)C2)n1C (centres undefined),-13%,-16%,i,17%,?,12%,-2%,-2%,0.2
COc1ccc(OCc2nnc(SCC(=O)Nc3cccc(Cl)c3)o2)cc1,0%,-15%,10%,42%[activator],-6%,8%,-7%,4%,-1.4
COc1cccc(NC(=O)COC(=O)c2c(NC(C)=O)sc(C)c2C)c1,11%,nt,-29%,5%,11%,-9%,nt,nt,0.8
O=C(C1CCC(CNS(=O)(=O)c2ccc(Br)s2)CC1)N1CCN(c2ccc(F)cc2)CC1 (centres undefined),-3%,-14%,-27%,nt,-2%,-3%,-3%,-1%,-0.2
Brc1ccc(-c2cnco2)cc1,9%,-13%,-7%,0%,5%,16%,-2%,50%,-0.8
N#CC1=C(N)NC(SCc2ccc(Br)cc2)=C(C#N)C12CCCCC2,-12%,-12%,?,11%,-7%,-23%,-10%,4%,0.5
Cc1noc(C)c1C(=O)N1CCC2(CCCN(Cc3ccccc3)C2)CC1,0%[60.1 µM],nt,-2%[57.4 µM],4%,nt,nt,3%,nt,nt
COc1cccc(N2CCN(C(=O)c3cc4c(=O)n(Cc5ccccc5)ccc4nc3C)CC2)c1,8%&0%,-6%&-16%,-26%&-17%,-8%,-1%&3%,15%&5%,-5%&-2%,4%&0%,0.2&-0.5
CCC(=O)Oc1ccc(C/C(=N\O)c2ccc(O)cc2O)o1,28µM*,5%,?,?,-1%,20µM*,-8%,?,-0.4
Cc1ccccc1NC(=O)NCCN1C(=O)C2C3C=CC(C3)C2C1=O (centres undefined),-18%,6%,0%[57.4 µM],-5%,0%,-7%,0%,-3%,-0.1
Cc1ccc([N+](=O)[O-])cc1S(=O)(=O)N1CCC(C)CC1,-3%,?,-18%,5%,16%,120%[activator],1%,-18%,-1.3
Cc1cc(C(=O)NCC(=O)OCC(=O)N(C2CCCCC2)C2CCCCC2)ccc1[N+](=O)[O-],-12%,?,-20%,-1%,?,3%,-7%,-1%,-0.8
COc1ccc(CNC(=O)c2cc3cccc4c3n2CC(C)S4)c(OC)c1 (centres undefined),-11%,49%[activator],-13%,nt,3%,-20%,-29%,0%,-0.6
Cc1ccc(C)c(S(=O)(=O)N2CCN(CC(=O)Nc3ccc([N+](=O)[O-])cc3)CC2)c1,-5%,-9%,-15%,-8%,9%,4%,-1%,16%,0.0
COc1ccccc1NC(=O)COC(=O)COc1ccccc1F,-3%,nt,401%[activator],-7%,3%,18%,nt,nt,-0.3
CC(CC(=O)O)CC(=O)N1CCN(S(=O)(=O)c2cccs2)CC1 (centres undefined),-13%,2%,0%,1%,-6%,6%,-6%,21%,0.1
COc1ccc(S(=O)(=O)NCCc2ccccn2)cc1,-8%,nt,-1%,7%,-1%,30%[activator],nt,nt,nt

# Grouped by structure: the compounds so far with a halogen.
SMILES,POLK inh,Apoferritin bind,ALOX12 inh,APE1 inh,ERG-DNA inh,Pol iota inh,BLM helicase inh,POLB inh,TRHR ag
Cn1cccc1/C=N/n1c(-c2ccc(Cl)cc2Cl)n[nH]c1=S,-9%,-6%,?,0%,-12%,9%,1%,-4%,3.2
O=C(c1cccc(NS(=O)(=O)c2ccc(F)c(F)c2)c1)N1CCCCC1,-1%,nt,10%,26%,2%,27%,nt,nt,-0.2
COc1ccc(OCc2nnc(SCC(=O)Nc3cccc(Cl)c3)o2)cc1,0%,-15%,10%,42%[activator],-6%,8%,-7%,4%,-1.4
O=C(C1CCC(CNS(=O)(=O)c2ccc(Br)s2)CC1)N1CCN(c2ccc(F)cc2)CC1 (centres undefined),-3%,-14%,-27%,nt,-2%,-3%,-3%,-1%,-0.2
Brc1ccc(-c2cnco2)cc1,9%,-13%,-7%,0%,5%,16%,-2%,50%,-0.8
N#CC1=C(N)NC(SCc2ccc(Br)cc2)=C(C#N)C12CCCCC2,-12%,-12%,?,11%,-7%,-23%,-10%,4%,0.5
COc1ccccc1NC(=O)COC(=O)COc1ccccc1F,-3%,nt,401%[activator],-7%,3%,18%,nt,nt,-0.3

# The listing continues:
SMILES,POLK inh,Apoferritin bind,ALOX12 inh,APE1 inh,ERG-DNA inh,Pol iota inh,BLM helicase inh,POLB inh,TRHR ag
COc1cccc(NC(=O)COC(=O)c2nc3nccc(C)n3n2)c1,0%,-6%,13%,-6%,4%,-8%,-5%,?,-0.7
O=C(/C=C/c1ccccc1Cl)OCC(=O)N1CCCC1,-9%,nt,-2%,-3%,-3%,25%,nt,nt,nt
CCCCN(CC)CCNC(=O)Cn1c(=O)c2cccn2c2cccnc21,-9%,-3%,-16%,nt,3%,-9%,7%,45%,0.7
CCOC(=O)C1Nc2ccccc2C2c3ccccc3CC12 (centres undefined),-12%,nt,0%,nt,4%,-9%,nt,nt,nt
CCn1c(CSc2nc(C)cc(C)n2)nnc1SCC(=O)Nc1cccc2ccccc12,-2%,0%,3%[57.4 µM],-2%,1%,5%,-5%,-1%,-0.7
Cn1c(SCC(=O)NC2CC2)nnc1-c1ccccc1Cl,5%,-3%,5%,7%,-5%,26%,2%,71%,0.8
CC(=O)c1c(C)[nH]c(C(=O)NC2CCCCC2)c1C,2%,-9%,0%,18%,-3%,10%,-3%,22%,0.2
FC(F)(F)c1cc(CN2CC[C@@]3(CCCNC3)C2)cc(C(F)(F)F)c1,-11%[60.1 µM],nt,0%[57.4 µM],3%,nt,nt,2%,nt,nt
COc1ccc(OC)c(S(=O)(=O)Nc2cc(C)on2)c1,2%,-7%,6%,16%,1%,23%,-9%,41%,-0.4
CCc1ccc(Nc2nc3c(S(=O)(=O)c4ccc(C)cc4)nnn3c3ccsc23)cc1,-5%,-4%,-15%,nt,-5%,4%,-5%,9%,0.3
Cc1ccccc1-c1nc(CS(=O)CC(=O)NCCN2CCN(Cc3ccccc3)CC2)c(C)o1 (centres undefined),3%,-11%,-6%&0%,-6%,5%,-18%,1%,18%,-0.9
COc1cc(CNCc2cccc3ccccc23)cc(OC)c1,4%,-11%,0.71µM*,24%,-1%,-13%,-4%,-23%,-0.1
O=C(O)CC1(c2ccccc2)C(=O)c2ccccc2C1=O,-11%,-12%,1%,-3%,0%,23%,3%,3%,-0.2
O=[N+]([O-])c1ccccc1S(=O)(=O)Nc1ccc2c(c1)OCCO2,9%,?,7%,17%,11%,2%,-4%,-20%,-0.6
CCN(CC)CCCNC(=O)C1CCC(=O)N(c2ccc(OC)cc2)C1c1ccc(F)cc1 (centres undefined),-13%,-8%,103%[activator],2%,1%,-2%,-1%,36%,1.8
O=C(Oc1c(-c2ccco2)oc2ccccc2c1=O)c1cccnc1,-1%,0%,29%,12%,6%,16%,0%,5%,14
CN(C)c1nc(NCc2ccccc2)nc(N/N=C/c2ccc3c(c2)OCO3)n1,-11%,-7%,-1%,0%,-6%,1%,-12%,-12%,-1.1
CC(C)CC(NC(N)=O)C(=O)Nc1cccc([N+](=O)[O-])c1 (centres undefined),-4%,-1%,-1%,-4%,0%,77%[activator],-1%,2%,-0.7
Cc1cc(NC(=O)C2C3C(=O)N(Cc4ccc(Cl)cc4)C(C(=O)NCc4ccccc4)C34C=CC2(C)O4)no1 (centres undefined),4%,-21%,0%,-1%,-10%,7%,-2%,-5%,0.3
CCOc1ccccc1NC(=O)CC1C(=O)NCCN1C(=O)c1ccc(F)cc1 (centres undefined),-3%,-5%,-19%,nt,3%,13%,-1%,5%,0.3
NC(=O)CSc1nc2ccc(NC(=O)COc3ccccc3)cc2s1,-1%,-9%,-13%,nt,1%,9%,-1%,14%,0.4
Cc1ccc(OCC(=O)NCc2ccccn2)c(Br)c1,-7%,-11%,3%,-5%,-2%,20%,-1%,40%,-0.1
Cc1ccn2cc(CNS(=O)(=O)c3ccc4c(c3)OCCO4)nc2c1,-16%,-4%,4%[57.4 µM],2%,3%,31%[activator],0%,-2%,-0.1
Fc1ccc(NC(=S)NN=C2CCCCCC2)cc1,-6%,-22%,?,4%,nt,?,-3%,16%,-0.1
Cc1ccn2c(Nc3ccccc3C)c(-c3ccccn3)nc2c1,3%&-1%,-15%&-15%,?,4%,11%&-9%,6%&-5%,2%&-3%,0%&-9%,0.2&-2.2
COc1ccc(/C=N/Nc2nnc(C)n2N)cc1OC(C)=O,-12%,-6%,?,3%,9%,?,0%,-23%,0.8
Cc1cc(N2CCC(C(=O)N3CCN(c4cccc(C)c4C)CC3)CC2)n2ncnc2n1,-6%,-15%,15%,26%,-2%,-8%,-5%,13%,0.2
Cc1cc(NC(=O)Cn2c(=O)c3c(ncn3CC(C)C)n(Cc3ccccc3)c2=O)no1,1%,-21%,?,5%,6%,9%,-2%,50%,0.1
O=C(C1CCC(CNS(=O)(=O)c2ccccc2)CC1)N1CCOCC1 (centres undefined),14%,-9%,189%[activator],18%,5%,24%,-1%,3%,-0.1
C/C(=N\Nc1nncc2ccccc12)c1cccc(OC(F)F)c1,-25%,-10%,-15%,28%[12.4 µM],-9%,19%,0%,16%,-0.5
O=C(NCc1ccccn1)c1ccc(Cl)c(NC2=NC3CS(=O)(=O)CC3S2)c1 (centres undefined),1%,-2%,0%,25%,1%,11%,2%,7%,0.6
